V-ATPase pHluor – yeast V-ATPase proton transport regulation by pHLuorin. AID 504577. S. cerevisiae, pHLuorin cytosolic pH fluorescence. response, % at 10 µM. 350,000 compounds, 0.37% hits; in the data active means response mostly above about 7.3%, no sharp cut-off; inactive means mostly below about 5.4%; further: actives read high; inactives centre near 0; some compounds called inactive have numbers as strong as hits; reference of the scale not given here
Wnt act – activators of Wnt/beta-catenin signaling | Wnt/beta-catenin reporter cell assay, activator, plate reader | activation, % at 9.35 µM | 300,000 compounds, 1.2% hits | AID 743398; in the data active means activation above about 30%, passing the limit was not always enough;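 further: 0% = neutral control wells and 100% = positive control wells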
RTF Ca sens act – cardiac RTF calcium sensitization | P19429+P45379 | IANBD-labeled TnC RTF fluorescence at EC20 calcium; 0% EC20 calcium, 100% full calcium | activation, % at 7.2 µM | 340,000 compounds, 0.24% hits | AID 493008;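 active means activation above the mean over all tested compounds plus 3 SD, cut at about 30% in these data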;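 further: rise in fluorescence read as greater calcium sensitivity of cardiac thin filaments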
CDK5 p35 inh – blocks human CDK5/p35 kinase activity; Q00535+Q15078; Recombinant CDK5/p35, ADP-Glo luminescence, 60 min; inhibition, % at 10 µM; 330,000 compounds, 0.01% hits;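 active means highest replicate inhibition of at least 50% and at least 75% of replicates reaching 50%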;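 further: plate controls were DMSO neutral control for no effect and GW8510 at 10 µM for full effect; many of its hits are not listed in these tables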
Target sequence (Q00535 whole entry, looked up): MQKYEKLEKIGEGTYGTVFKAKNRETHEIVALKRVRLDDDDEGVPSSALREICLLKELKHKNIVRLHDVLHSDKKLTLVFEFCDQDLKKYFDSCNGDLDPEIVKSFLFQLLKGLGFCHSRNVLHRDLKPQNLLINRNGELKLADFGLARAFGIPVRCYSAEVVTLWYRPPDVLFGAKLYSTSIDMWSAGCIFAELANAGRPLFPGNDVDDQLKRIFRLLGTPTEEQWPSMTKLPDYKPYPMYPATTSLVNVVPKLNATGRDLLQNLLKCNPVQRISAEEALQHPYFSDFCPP
Target sequence (Q15078 whole entry, looked up): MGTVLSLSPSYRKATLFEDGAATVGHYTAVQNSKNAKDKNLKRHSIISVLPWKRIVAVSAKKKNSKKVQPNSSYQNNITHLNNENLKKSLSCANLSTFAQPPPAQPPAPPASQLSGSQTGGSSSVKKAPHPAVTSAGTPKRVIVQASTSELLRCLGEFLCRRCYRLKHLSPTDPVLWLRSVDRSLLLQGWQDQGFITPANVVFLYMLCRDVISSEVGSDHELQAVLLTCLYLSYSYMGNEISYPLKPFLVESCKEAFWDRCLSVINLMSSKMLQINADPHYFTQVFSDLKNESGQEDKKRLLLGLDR
CAL PDZ FP-1 – blocks peptide binding to human CAL PDZ domain. Q9HD26. purified CAL PDZ, TMR-peptide fluorescence polarization, 1 h. inhibition, % at 20 µM. 330,000 compounds, 0.02% hits. AID 504414;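 active means highest replicate inhibition of at least 40%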;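 further: plate controls were DMSO neutral control wells for no effect and unlabeled competitor peptide control wells for full effect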
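Material: tagged CAL PDZ domain; buffer or medium: 25 mM sodium phosphate pH 7.4, 150 mM NaCl, TCEP, IgG, Thesit; compound dosing: single point, 20 µM; schedule: 1 h incubation at room temperature before polarization reading; measured by: FP readout, S and P plane fluorescence; read-out basis: percent inhibition from loss of millipolarization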
CAL PDZ FP-2 – inhibitors of human CAL PDZ peptide binding; purified CAL PDZ, TMR-peptide fluorescence polarization, 1 h; 300,000 compounds, 0.92% hits; inhibition, % at 24.9 µM; Q9HD26; AID 602252;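 active means mean inhibition of at least 30% with at least half of replicates also reaching 30%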;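 further: 0% = DMSO neutral control and 100% = excess unlabeled competitor peptide PRC23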
Rtt109 Vps75 – C. albicans Rtt109 histone acetyltransferase inhibition | Q5AAJ8 | purified Rtt109/Vps75, ThioGlo CoA-SH fluorescence, 4 h | inhibition, % at 34.9 µM | 330,000 compounds, 0.16% hits;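 active means inhibition of at least 50% in every replicate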
dFosB activator – enhances mouse delta FosB homodimer DNA binding; activation, % at 25 µM; purified delta FosB, TAMRA-CDK5 oligo fluorescence polarization; percent of positive-control signal above neutral wells; P13346; 340,000 compounds, 0.99% hits;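 active means mean activation above about 17%, with every replicate also reaching it, limit read from the data, passing the limit was not always enough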;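 further: fluorescence polarization rise as delta FosB binds a TAMRA Cdk5 AP-1 oligo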
Target sequence (P13346 whole entry, looked up): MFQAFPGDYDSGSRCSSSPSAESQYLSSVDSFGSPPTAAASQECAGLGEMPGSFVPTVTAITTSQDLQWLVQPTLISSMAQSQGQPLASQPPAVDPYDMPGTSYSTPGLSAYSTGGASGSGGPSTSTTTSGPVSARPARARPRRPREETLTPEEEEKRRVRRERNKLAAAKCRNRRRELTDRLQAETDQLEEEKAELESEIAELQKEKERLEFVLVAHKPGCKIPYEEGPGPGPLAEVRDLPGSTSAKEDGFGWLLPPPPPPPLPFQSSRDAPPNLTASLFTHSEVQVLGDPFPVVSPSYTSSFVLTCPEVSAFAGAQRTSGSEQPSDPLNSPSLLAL
Tat transport – blocks Tat-dependent protein export in E. coli; E. coli MC4100 TorA-mCherry Tat export, fluorescence; inhibition, % at 10 µM; 340,000 compounds, 0.036% hits; AID 488895;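 active means mean replicate inhibition at least 50% and at least half of replicates individually reaching 50%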;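 further: exported cargo escapes ClpAP degradation while cytoplasmic cargo is degraded and loses fluorescence; 0% = median of neutral control wells and 100% = median of NaSCN control wells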
MITF TRPM1 HTS – MITF TRPM1 promoter activation in melanoma cells. AID 588334. activation, % at 12.5 µM. SK-MEL-5 TRPM1-promoter luciferase, 24 h; % of positive control, neutral wells = 0. 300,000 compounds, 0.75% hits;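 active means mean activation of at least 80% with every replicate also reaching 80%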;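 further: 0% = neutral control wells and 100% = parthenolide positive control wells; values of inactives mirror those of a sister screen read the other way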
The depositor's hits bear a star; / = not tested or not shown.

item	mol	V-ATPase pHluor	Wnt act	RTF Ca sens act	CDK5 p35 inh	CAL PDZ FP-1	CAL PDZ FP-2	Rtt109 Vps75	dFosB activator	Tat transport	MITF TRPM1 HTS
1	COc1ccc(/C=N/NC(=O)c2ccc(Cl)cc2Cl)cc1COC(C)=O	1	-3	-3	0.7	-1.8	6	-8	-7	1	-2
2	CCOc1ccccc1NC(=S)NCc1ccco1	1	/	-5	-1.1	0.0	-3	10	4	-4	-12
3	O=C(CN(Cc1cccs1)C(=O)CNS(=O)(=O)c1ccc(F)cc1)NCC1CCCO1 (stereo unspecified)	-2	14	4	0.2	-2.9	-2	3	-5	7	-3
4	Cc1ccc(S(=O)(=O)NNC(=S)Nc2ccccc2)cc1	7	/	4	0.6	0.2	-1	7	-4	-4	8
5	Cc1ccc(-c2cc(C(F)(F)F)n3ncc(C(=O)O)c3n2)cc1	-3	/	-1	-1.6	-0.7	-2	-5	2	4	5
6	O=C1Cc2cc(NS(=O)(=O)c3ccc(F)cc3)cc3c2N1CCC3	1	4	3	-0.3	-1.8	-1	-3	-1	-3	-11
7	COC(=O)Cc1c(C)c2ccc(OC3CCCCC3=O)cc2oc1=O (stereo unspecified)	-2	3	10	0.4	0.1	1	-4	-2	-9	22
8	CCc1noc(C)c1C(=O)N1CCCC(CCC(=O)NCc2ccc(F)c(F)c2)C1 (stereo unspecified)	0	4	0	-0.4	22	71*	2	7	-7	1
9	O=C(NNc1cc(Cl)cc(Cl)c1)c1c(F)cccc1Cl	1	0	-4	0.2	-0.2	-5	-3	-7	7	6
10	Cc1ccccc1NC(=O)CSc1nc2cc3c(cc2cc1C)CCC3	-6	-2	7	2.3	-2.7	4	-5	-2	-5	-39
11	CN(c1ccccc1C(=O)Nc1cccc([N+](=O)[O-])c1)S(C)(=O)=O	-1	-2	7	2.4	0.3	2	1	-12	-3	-11
12	O=C(c1ccccc1)c1nn(-c2cccc(Cl)c2)ccc1=O	2	3	/	1.2	-1.2	/	-2	-10	1	/
13	COc1cccc(CNc2nc3ccccc3n2C(C)C)c1O	-1	0	0	-1.2	-0.7	-1	-1	-15	8	13
14	CN(CCOc1ccc(Cl)cc1)CC(=O)Nc1ccc(OC(F)F)cc1	-2	2	3	0.3	/	-1	-5	-5	-4	-1
15	CS(=O)(=O)N1CCN(c2ccc([N+](=O)[O-])c(SCc3ccco3)c2)CC1	-2	-3	/	0.1	-0.4	4	12	1	-5	1
16	O=C(COc1ccc2c3c(c(=O)oc2c1)CCC3)N[C@@H](Cc1ccccc1)C(=O)O	1	0	8	0.4	1.0	2	2	-17	1	-18
17	O=C(Nc1ccc(S(=O)(=O)N2CCOCC2)cc1)c1ccc(F)cc1	-4	0	-3	-0.9	/	-3	-2	-6	-6	9
18	CC(=O)c1ccc(NC(=O)Nc2ccc(Br)cc2C)cc1	2	0	2	-0.4	-1.0	/	19	-1	-7	14
19	COc1ccc(CCN(Cc2cccs2)S(=O)(=O)c2ccc(-n3cnnn3)c(OC)c2)cc1OC	3	/	12	-7.0	-0.2	-2	-1	6	-1	0
20	COc1ccc(NC(=S)Nc2nc(CC(=O)Nc3ccccc3OC)cs2)cc1	0	/	1	1.5	-0.6	-3	0	11	1	/
21	O=C(c1ccc(Br)o1)N(c1ccc(Br)cc1)C1C=CS(=O)(=O)C1 (stereo unspecified)	9	/	8	-0.8	-3.3	1	-3	-9	-10	6
22	O=C(Nc1nc2cc3c(cc2s1)OCCO3)C1=COCCO1	0	-17	1	4.6	-0.6	1	10	-3	-1	-91
23	COC(=O)c1ccc(CNC(=O)Cn2cnnn2)cc1	0	-1	-1	0.2	0.4	-1	-4	-6	0	13
24	CCCOC(=O)CC1C(=O)NCCN1Cc1ccc(F)cc1 (stereo unspecified)	-1	-2	-4	0.9	0.3	/	-8	-4	5	-4
25	Cc1ccc(-c2nc(C)sc2CC(=O)NCc2ccco2)cc1	-1	-4	-2	-1.5	-0.5	1	-5	-1	11	2

(continued)
item	mol	V-ATPase pHluor	Wnt act	RTF Ca sens act	CDK5 p35 inh	CAL PDZ FP-1	CAL PDZ FP-2	Rtt109 Vps75	dFosB activator	Tat transport	MITF TRPM1 HTS
26	COc1ccc(NS(=O)(=O)c2cc(NC(=O)c3cc(F)c(F)c(F)c3F)ccc2N2CCCC2)cc1	2	3	-3	-0.3	0.8	-1	-4	0	6	10
27	O=c1cc(CN2CCOCC2)nc(C2CC2)[nH]1	3	2	-5	-0.7	-0.1	-1	1	1	5	4
28	OCC1CCCN(C(=S)Nc2ccc(Oc3ccccc3)cc2)C1 (stereo unspecified)	1	9	4	0.9	0.4	-3	-2	-2	-17	53
29	CN1CCN(c2ccccc2NC(=O)COc2ccc(Br)cc2)CC1	5	/	-3	-2.1	-0.2	/	-4	-5	5	19
30	CCOC(=O)c1c(NC(=O)CSc2nccc(=O)[nH]2)sc(C)c1C	-1	3	6	0.0	-0.5	-1	12	0	-2	21
31	COc1ccc(N2CC(NC(=O)c3ccc4ccccc4c3)CC2=O)cc1OC (stereo unspecified)	-1	-2	-10	-0.2	-0.6	/	4	3	4	-1
32	Cc1ccsc1/C=N/N=C/c1sccc1C	2	19	-6	-2.8	0.1	-2	5	7	-2	/
33	COC(=O)c1cccc(S(=O)(=O)N(Cc2ccco2)Cc2cc3ccc(OC)cc3[nH]c2=O)c1	-4	/	11	0.8	-2.4	/	-1	1	18	-13
34	O=C(OCCc1cc2ccccc2c(=O)o1)c1ccc(F)cc1	-4	-4	1	-0.4	-0.4	-5	4	2	-1	10
35	COC(=O)CNC(=O)CN1C(=O)NC2(CCCc3ccccc32)C1=O (stereo unspecified)	5	1	3	-0.8	-0.1	39*	-12	4	-4	19
36	Cc1nnc(NCc2n[nH]c(=O)c3ccccc23)c2ccccc12	1	-4	9	-0.3	-1.8	/	-8	-18	0	-22
37	CCCCn1c(N)c(N(CCOC)C(=O)c2ccc(Cl)c(S(=O)(=O)N3CCCC3)c2)c(=O)[nH]c1=O	1	2	3	0.5	-2.1	0	-11	-14	8	-4
38	CCn1c(=O)c(C(=O)NCc2ccccc2OC)c(O)c2ccccc21	2	0	-3	-0.1	1.2	-7	5	1	11	-2
39	CC(=O)c1ccc(OCC(C)C)c(CC(C(N)=O)C(N)=O)c1	-2	-5	9	1.2	-1.7	-1	8	-3	0	-10
40	Cn1c(SCc2ccc(F)cc2)nnc1-c1ccccn1	-1	43*	-5	0.5	-1.5	/	6	-3	-5	52
41	CCOc1cc(C(=S)N2CCOCC2)ccc1OC	2	-5	-4	-1.3	-2.9	-4	-2	0	3	-7
42	CCOC(=O)N1CCC(Nc2c(Nc3ccc(C)c(C)c3)c(=O)c2=O)CC1	-1	-2	0	1.4	-0.5	-3	5	0	-4	-8
43	Cc1cccc(NC(=O)CN2CCCN(S(=O)(=O)c3ccc(Br)s3)CC2)c1	2	-7	0	-1.4	0.3	-1	3	-2	9	-8
44	COc1ccc(-n2c(=O)c3ccccc3c3ccccc3c2=O)c(OC)c1	-3	-4	-3	0.8	-0.3	-1	-19	1	-15	7
45	CC(C)[C@H](NC(=O)c1cc2cc(Cl)ccc2n1C)C(=O)N[C@@H](C(=O)O)c1ccccc1	-1	-1	-2	0.9	-0.9	-3	9	-1	8	-7
46	CC1CCCCN1S(=O)(=O)c1ccc(NC(=O)CSc2nnnn2C)cc1 (stereo unspecified)	2	/	6	-12	-0.2	/	-3	2	-2	-10
47	CCC(=O)N/N=C(\C)CC(=O)Nc1ccc(F)cc1	1	12	7	3.8	-1.4	/	3	-8	-10	-6
48	Cc1ccccc1-n1c(Cn2c(=O)sc3ccccc32)nnc1SC(C)C	1	-4	2	-0.7	-1.6	/	5	-8	4	/
49	O=c1[nH]c(=S)c2[nH]c(=S)n(-c3ccccc3)c2[nH]1	-5	0	5	4.5	-0.2	1	-12	1	-2	-1
50	C=CCCC(=O)Nc1nc(C)c(-c2csc(Nc3cc(OC)ccc3OC)n2)s1	-2	-8	4	-1.7	-3.1	-1	2	1	10	-40

(more compounds)
item	mol	V-ATPase pHluor	Wnt act	RTF Ca sens act	CDK5 p35 inh	CAL PDZ FP-1	CAL PDZ FP-2	Rtt109 Vps75	dFosB activator	Tat transport	MITF TRPM1 HTS
51	Cc1cccc(NCc2ccccc2OCc2ccccc2F)c1	5	-1	0	1.6	0.2	-1	0	0	1	6
52	Cc1ccc(NC(=O)NC(=O)N(c2ccccc2)S(C)(=O)=O)cc1	8	/	5	-0.6	-1.3	0	-6	-2	-4	/
53	CCN1CCN(c2ccc(S(=O)(=O)N3CCCCC3)cc2NC(=O)/C=C/c2ccc(Cl)cc2)CC1	4	4	-1	0.9	-3.7	-5	13	-38	4	-88
54	O=C(O)c1ccc(NS(=O)(=O)c2ccc(C(=O)Nc3ccccc3)cc2)cc1	1	2	-5	0.7	-2.4	-1	3	5	-1	-1
55	CC(=O)NC1C(O)OC(CO)C(O)C1O (stereo unspecified)	0	0	1	0.0	-0.7	-4	-4	1	-1	1
56	CCOc1ccc(NC(=O)C[n+]2ccc(N(C)C)cc2)cc1	-1	-2	2	-2.0	-0.1	-2	1	1	-5	-40
57	CCOc1ccc(C(C)NC(=O)c2ccccc2F)cc1 (stereo unspecified)	-3	-2	5	-1.5	-0.8	0	-3	5	0	12
58	COC(=O)C(C)Sc1ccc2nnc(CCNS(=O)(=O)c3ccc(C)cc3)n2n1 (stereo unspecified)	0	0	-6	0.1	0.5	9	-2	-9	-3	-7
59	COC(=O)c1ccc(/C=N/Nc2nc3ccccc3[nH]2)cc1	-2	10	-5	-0.7	-1.5	2	4	-4	-5	77
60	CN(CC(=O)Nc1ccc(F)c(F)c1F)C(=O)/C=C/c1ccco1	-1	1	-1	3.1	-1.4	1	/	-4	-7	6
61	CC(=O)Nc1ccc(C2=NN(c3ccccc3)C(c3cccs3)C2)cc1 (stereo unspecified)	0	5	-9	-0.6	0.7	-4	-65	5	-5	9
62	CCN(CC)C(=O)c1sc(NC(=O)c2cccs2)c(C#N)c1C	7	0	1	0.7	-0.4	/	5	-5	5	-6
63	COC(=O)c1cc(-c2c(C)oc3cc(OC)ccc3c2=O)c(C)o1	-4	-3	8	0.5	-3.0	-3	4	-10	3	11
64	COCCCNC(=O)c1ccc2c(c1)CCN2S(C)(=O)=O	-1	-6	-7	-0.9	0.2	-2	-19	7	-3	3
65	COc1ccc(Cl)cc1NC(=O)C(C)Sc1nnc(C2CC2)n1C1CC1 (stereo unspecified)	1	-3	-2	-9.5	-3.4	-2	2	-3	-7	-12
66	Cc1ccc(S(=O)(=O)c2c(N)n(CCCN(C)C)c3nc4ccccc4nc23)cc1	0	1	-3	2.2	-1.7	-7	/	7	1	/
67	COc1ccc(NC(=O)CN(c2ccc(C)cc2)S(=O)(=O)c2c(C)nn(C)c2C)cc1	0	-1	-3	1.2	-0.6	9	5	-9	6	15
68	Cc1ccc2cc3c(NC(=O)c4ccco4)nn(CC(C)C)c3nc2c1	5	-2	-5	1.4	-3.9	-1	-4	-15	-9	-7

Screening data from PubChem BioAssay.

Random draw from the library; about 4.1% have a hit in one of these screens.
